# rCAG RNA binder – binds r(CAG) RNA repeats; r(CAG) RNA repeat, TO-PRO-1 dye displacement fluorescence; inhibition, % at 3 µM; 370,000 compounds, 1.3% hits; AID 651821;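 active = inhibition above the plate cutoff, the mean of all test compounds on that plate plus 3 SD, cut at about 35% in these data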;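 note: 0% = DMSO alone and 100% = 100 µM mitoxantrone as full dye displacement; higher means more dye released from RNA so lower well fluorescence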
# Rev-erbA mod – modulates human Rev-erb alpha binding to DNA; Rev-erbα–FITC-DNA binding, fluorescence polarization, 90 min; AID 1259318; 370,000 compounds, 0.79% hits; activity, % at 10 µM; P20393;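 active = activity above about 14%, limit read from the data; passing the limit was not always enough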;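 note: 0% = DMSO wells with 35 nM protein and 100% = DMSO wells with 750 nM protein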
# mABHD4 FP – inhibitors of mouse ABHD4; Q8VD66; purified mABHD4, FP-Rh probe fluorescence polarization; inhibition, % at 8.92 µM; 370,000 compounds, 0.54% hits; AID 720543;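 active = inhibition exceeding the mean over every tested compound plus 3 SD, cut at about 30% in these data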;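 note: 0% = plate median of compound wells and 100% = S159A mutant with DMSO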
#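 assay system = mABHD4 protein | compound dosing = single nominal dose of 8.92 µM, 0.89% DMSO final | read-out basis = percent inhibition of probe binding, normalized to plate controls | schedule = Enzyme–compound pre-incubation 45 min, then probe 60 min, both 25 °C | detection = fluorescence polarization, excitation 525 nm, emission 598 nm, BODIPY TMR filters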
# HTRA1 inhibitor – blocks human HTRA1 serine peptidase. AID 504803. 340,000 compounds, 0.5% hits. recombinant HTRA1, FP-rhodamine activity-based probe, fluorescence polarization. inhibition, % at 5.96 µM. Q92743; in the data active = inhibition above about 36%;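 note: 0% = enzyme with DMSO and 100% = wells lacking enzyme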
# Target sequence (Q92743 whole entry, looked up): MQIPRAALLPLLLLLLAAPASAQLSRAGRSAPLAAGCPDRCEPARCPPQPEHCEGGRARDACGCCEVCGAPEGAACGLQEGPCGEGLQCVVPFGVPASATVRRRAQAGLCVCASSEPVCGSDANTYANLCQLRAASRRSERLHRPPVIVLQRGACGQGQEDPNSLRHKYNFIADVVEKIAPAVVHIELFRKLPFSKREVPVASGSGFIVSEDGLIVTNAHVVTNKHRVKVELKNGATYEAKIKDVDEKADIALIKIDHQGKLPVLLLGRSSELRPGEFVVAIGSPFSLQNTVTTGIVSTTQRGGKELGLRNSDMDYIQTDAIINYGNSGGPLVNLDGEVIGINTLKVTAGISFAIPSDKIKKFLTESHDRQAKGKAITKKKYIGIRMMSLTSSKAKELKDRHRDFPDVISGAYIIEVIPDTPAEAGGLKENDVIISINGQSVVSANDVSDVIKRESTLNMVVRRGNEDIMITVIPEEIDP
# PG9 binder – binds the HIV-1 gp120 antibody PG9. TR-FRET gp120-PG9 antibody binding. inhibition, % at 6.7 µM. 360,000 compounds, 0.43% hits; in the data active = inhibition above about 8.5%
# LEDGF integ inh – blocks HIV-1 LEDGF/p75-dependent DNA integration; inhibition, % at 3.7 µM; TR-FRET IN-LEDGF/p75 DNA integration, Eu/Cy5; 370,000 compounds, 0.64% hits; AID 743269;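 active = inhibition above the screen-wide mean plus 3 SD, cut at about 13% in these data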;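 note: signal is the Cy5 over europium emission ratio at 671 and 618 nm; 0% = plate median of compound wells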
# UHRF1 MBD2 ctr – human UHRF1 methylated DNA binding inhibitors; Q96T88; UHRF1 binding to methylated oligo, TR-FRET; inhibition, % at 4.4 µM; 370,000 compounds, 0.75% hits; AID 687016; in the data active = inhibition above about 21%;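 note: UHRF1 SRA domain binding a hemimethylated CpG hairpin DNA probe; 0% = median of test compound wells and 100% = reference inhibitor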
# TCR CD3 inh – blocks the human TCR-CD3 interaction; TAMRA-labeled TCR probe fluorescence, biochemical; AID 651800; 360,000 compounds, 0.37% hits; inhibition, % at 9.4 µM; in the data active = inhibition above about 19%;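 note: recombinant mutant TCR 2C K166C tagged with TAMRA read by polarization; 0% = receptor in buffer alone and 100% = receptor with positive control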
# MBD2 inh – blocks human MBD2 binding to methylated DNA; Q9UBB5; TR-FRET, MBD2 binding to methylated oligonucleotide; inhibition, % at 4.4 µM; 370,000 compounds, 0.31% hits; AID 686964; in the data active = inhibition above about 13%
# PRMT1 inh – inhibitors of human PRMT1; Q99873; recombinant PRMT1, activity-based probe fluorescence polarization; inhibition, % at 2.79 µM; 370,000 compounds, 1.3% hits; AID 652257;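 active = inhibition above about 21% made by adding two undisclosed values, limit read from the data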
# Target sequence (Q99873 whole entry, looked up): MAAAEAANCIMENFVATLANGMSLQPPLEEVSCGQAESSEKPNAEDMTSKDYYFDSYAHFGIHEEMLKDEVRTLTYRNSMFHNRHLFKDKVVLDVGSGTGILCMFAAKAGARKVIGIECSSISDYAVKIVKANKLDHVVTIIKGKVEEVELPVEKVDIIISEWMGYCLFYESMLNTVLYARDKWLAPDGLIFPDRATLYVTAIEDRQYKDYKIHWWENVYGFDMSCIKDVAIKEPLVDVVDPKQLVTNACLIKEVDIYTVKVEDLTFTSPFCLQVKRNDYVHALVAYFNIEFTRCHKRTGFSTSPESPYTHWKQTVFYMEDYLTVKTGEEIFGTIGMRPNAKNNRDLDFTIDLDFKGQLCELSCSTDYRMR
# Numbers without * were called inactive; x = not tested or not shown; & = joins results of further samples. These rows are one share of the data, so the mix of outcomes need not match the whole.
# Every second line gives: rCAG RNA binder	Rev-erbA mod	mABHD4 FP	HTRA1 inhibitor	PG9 binder	LEDGF integ inh	UHRF1 MBD2 ctr	TCR CD3 inh	MBD2 inh	PRMT1 inh
[1] COC(=O)C1=C(C)NC(=O)NC1c1ccco1 (stereo not drawn)
 : -1	5	-1	5	-1.3	0	-1	1	-1	-3
[2] O=C(CCN1CCCCO1)N1CCCC(Nc2ccc(F)c(F)c2)C1 (stereo not drawn)
 : -5	-1	-1	-1	0.9	1	-2	-9	3	-1
[3] COc1cc(CC(=O)Nc2ccc3c(c2)CCC3)cc(OC)c1OC
 : -3	0	-1	1	0.5	1	-2	0	-1	-2
[4] CC1CCCN(C(=O)c2ccc(COc3ccccc3Br)cc2)C1 (stereo not drawn)
 : -5	6	-2	-35	-2.8	1	16	-3	7	1
[5] CC(=O)NC(c1ccccc1)c1nc(-c2cccc(CO)c2)cs1 (stereo not drawn)
 : 1	7	-3	x	-0.3	3	0	-2	-6	-7
[6] Cc1ccc(C(=O)Nc2cccc(C(=O)N3CCOCC3)c2)cc1Cl
 : -4	-3	0	-1	-0.8	-5	9	4	0	0
[7] COc1ccc2nc(NCCNC(=S)NCCCN3CCOCC3)c(C#N)cc2c1
 : 1	3	-4	-5	-1.2	35*	0	0	-5	-2
[8] O=C(Nc1cccn(Cc2ccc(F)cc2)c1=O)NC1CCCCC1
 : -2	1	-1	-7	0.3	0	-4	0	5	1
[9] N=c1c2c(ccn1CCCCc1ccccc1)Oc1ccc3ccccc3c1C2c1ccccc1 (stereo not drawn)
 : x	-3	-65	x	x	-2	-4	x	3	-5
[10] Cc1ccc(/C=N/NC(=O)CSc2nc3ccccc3n2C)s1
 : 2	3	0	-4	-1.0	2	-1	0	-1	1
[11] COc1cccc(/C=C(/C(=O)OCC(N)=O)c2ccccc2)c1
 : -5	4	0	-4	-0.8	-2	-2	6	0	-5
[12] NC(=O)c1ccc(N=Cc2c(O)ccc3ccccc23)cc1
 : -1	-9	4	6	1.4	1	0	0	-4	9
[13] CCc1nc(N)nc(N)c1-c1ccc(N(C)Cc2ccccc2)c([N+](=O)[O-])c1
 : -1	12	3	4	1.6	-1	1	-3	0	-3
[14] O=C(O)c1n[nH]c2c1CCCCC2
 : 2	-2	1	4	0.3	5	0	6	-6	-1
[15] CCOC(=O)C1(C)CCCN1C(=O)c1ccc(F)c(Cl)c1 (stereo not drawn)
 : -1	-4	2	x	-1.7	-6	1	-7	6	1
[16] O=C(c1cccc(S(=O)(=O)Nc2ccc(Br)cc2)c1)N1CCCC1
 : 5	-4	1	-3	-0.2	1	2	-5	1	0
[17] Cc1ccccc1Sc1ncnc2onc(C)c12
 : -4	-3	-1	-6	-2.9	-3	2	0	0	0
[18] Cc1ccc(S(=O)(=O)N2CCN(C(=O)CC(C)n3cncn3)CC2)cc1C (stereo not drawn)
 : -7	-4	-1	-3	-3.2	1	-3	3	-6	0
[19] Cc1ccc(Nc2c([N+](=O)[O-])ccc3c2=NC2(CCCCC2)N=3)cc1
 : 1	2	15	37*	-10	-4	-10	-11	-7	5
[20] CCOc1ccc(-c2[nH]ncc2Oc2ccccc2OCC)c(O)c1
 : 7	6	-16	-1	0.8	-5	0	0	0	-3
[21] O=C(Nc1ccc(Cl)cc1)NC1(C(=O)NCCCN2CCOCC2)CCCCC1
 : -2	-3	-9	1	-1.5	1	-3	2	-8	-5
[22] CCOC(=O)N1CCN(C(=O)C(C)SCc2ccccc2)CC1 (stereo not drawn)
 : -6	0	5	1	-1.2	-6	4	-2	-3	0
[23] Cc1cc(C)n2nc(C(=O)N3CCOCC3)nc2n1
 : 0	3	0	12	0.7	-3	0	5	-6	-5
[24] CCc1nnc(NC(=O)c2ccc(S(C)(=O)=O)cc2)s1
 : 0	-4	2	1	-1.4	1	1	0	0	-2
[25] CNc1nc(C)c(C#N)c(-c2ccccc2)c1C(C)=O
 : -2	-5	0	0	-0.3	2	3	-3	1	0
[26] COc1cccc(CNCC(=O)N2C(C)CCCC2C)c1 (stereo not drawn)
 : -3	-2	14	6	-2.2	2	2	5	2	-3
[27] C/C(=N\NC(=O)c1nnn(-c2nonc2N)c1CN(C)c1ccccc1)c1ccccc1O
 : 19	-4	-5	29	0.6	-3	-2	41*	0	2
[28] CN1CCN(CC(O)COCCOc2ccc(Br)cc2)CC1 (stereo not drawn)
 : -4	0	-1	-1	2.3	1	-1	1	0	-1
[29] CCCCCC(=O)N1CC2(CC)CN(C(=O)CCCCC)CC(CC)(C1)C2=O
 : -9	2	-2	7	2.4	1	3	-5	6	6
[30] COc1ccc(NC(=O)Cc2c(Sc3ccccc3)c3ccccc3n2C)cc1
 : 3	4	-3	-4	-1.6	3	-1	8	0	-1
[31] Cc1ccc(S(=O)(=O)CC(=O)Nc2ccccn2)cc1
 : -1	6	1	-5	-1.0	1	1	0	-4	-2
[32] CCN(CC)C(=O)C1=C(C)N(Cc2ccc(F)cc2)C(=O)C(CC(=O)NCCN2CCOCC2)C1 (stereo not drawn)
 : 0	0	3	3	-1.9	0	-2	-2	-1	0
[33] Nc1nnc(SCc2ccc(F)cc2)s1
 : -1	-2	-2	2	0.1	0	-1	5	-8	1
[34] COc1ccc(CCNC(=O)c2cc3c(=O)n4cccc(C)c4nc3n(Cc3ccco3)c2=N)cc1OC
 : 8	-26	4	-17	0.3	5	-6	11	-1	-3
[35] COc1ccccc1C(CNC(=O)c1cc(S(=O)(=O)N2CCOCC2)ccc1C)N1CCCC1 (stereo not drawn)
 : -1	-3	4	7	-0.5	3	0	9	-3	0
[36] COc1ccc(NC(=O)Nc2cccc(C)n2)c(OC)c1
 : -3	2	2	1	2.1	2	1	4	-3	1
[37] CN=C1c2c(-c3ccccc3)c3cc(OC)ccc3n2CCN1C
 : 10	5	2	-7	0.5	2	-5	0	0	-1
[38] CCn1c(CSc2nnc(-c3ccncc3)n2CCOC)nc2cc(C(=O)O)ccc21
 : -1	-3	13	27	-2.5	6	1	32*	-4	0
[39] COc1ccc(C(C#N)c2ccc(=O)[nH]n2)cc1 (stereo not drawn)
 : 4	-1	2	-6	-1.2	0	18	6	3	1
[40] CCC(=O)Nc1sc2c(c1C(=O)N(C)C)CCCCC2
 : -4	0	14	4	-0.7	2	-1	0	4	2
[41] O=C(Nc1ccc(-c2cnco2)cc1)c1ccc(F)cc1F
 : -3	2	0	3	-1.5	-1	3	3	-3	1
[42] COc1ccc(N2CCN(C(=O)COC(=O)c3ccc(-n4nc(C)cc4C)cc3)CC2)cc1
 : 0	3	3	-1	-1.3	-1	-1	-6	3	7
[43] CC(C(=O)Nc1ccc(C(N)=O)cc1)N1C(=O)c2ccccc2S1(=O)=O (stereo not drawn)
 : 1	-3	-5	-1	-1.6	0	2	-10	8	1
[44] O=C(O)CC(C(=O)O)C(c1ccccc1)c1ccccc1 (stereo not drawn)
 : 4	7	7	-6	-0.9	1	0	3	-3	5
[45] CCOc1ncccc1C(=O)OCC(=O)Nc1cc(S(=O)(=O)N2CCOCC2)ccc1C
 : -1	-1	3	1	-1.8	8	-2	2	-2	-2
[46] Nc1nc(=S)c2[nH]cnc2[nH]1
 : 2	-4&-4	2	6	-0.9	-2	3	5	-9	13
[47] O=C(NCC(=O)N(CC1CCCO1)C(C(=O)NC1CCCCC1)c1cccnc1)c1cccs1 (stereo not drawn)
 : -7	2	2	10	1.6	1	1	1	4	2
[48] Cc1ccc(NC(=O)C(OC(=O)c2cc(C)oc2C)c2ccccc2)cc1 (stereo not drawn)
 : 5	5	-20	-37	-1.0	0	-1	0	2	1
[49] CC(C)(C)CN1CCNC(=O)C1CC(=O)NC1Cc2ccccc2C1 (stereo not drawn)
 : 2	6	8	2	-3.0	4	-2	2	-9	-2
[50] CCCCNC(=O)c1onc(CSc2ccccn2)c1C(=O)NCCCC
 : -7	2	2	-18	0.5	0	0	6	-2	-2
[51] COc1ccc(C2CC(=O)C=C(NCCC(C)C)C2)cc1 (stereo not drawn)
 : 6	2	5	-2	2.2	0	-1	-4	0	1
[52] O=C(COC(=O)c1ccncc1)c1ccccc1
 : 4	-4	2	2	0.8	4	-1	8	5	-7
[53] CCOC(=O)Cc1c[nH]c(=S)[nH]c1=O
 : 2	-2	-12	4	-0.8	9	3	0	4	-4
[54] Cc1c(N=C2SCC(=O)N2c2c(C)n(C)n(-c3ccccc3)c2=O)c(=O)n(-c2ccccc2)n1C
 : -4	-2	1	1	-0.5	-5	-1	-2	1	0
[55] CCOC(=O)[C@]12CCCC=C1N(Cc1ccc(OC)cc1)C(=O)[C@@H]2CC(=O)NCCC(C)C
 : 1	2	-5	x	x	-1	-3	x	3	-1
[56] Cc1ccn2c(=S)[nH]nc2c1
 : 1	-5	1	5	-3.1	-6	0	-1	3	14
[57] O=C(CNCc1ccc(F)cc1)Nc1cc(S(=O)(=O)N2CCOCC2)ccc1Cl
 : 5	-4	-1	-10	-2.2	0	-1	2	1	-2

# Entries above containing an aryl methoxy group (13):
# Every second line gives: rCAG RNA binder	Rev-erbA mod	mABHD4 FP	HTRA1 inhibitor	PG9 binder	LEDGF integ inh	UHRF1 MBD2 ctr	TCR CD3 inh	MBD2 inh	PRMT1 inh
[3] COc1cc(CC(=O)Nc2ccc3c(c2)CCC3)cc(OC)c1OC
 : -3	0	-1	1	0.5	1	-2	0	-1	-2
[7] COc1ccc2nc(NCCNC(=S)NCCCN3CCOCC3)c(C#N)cc2c1
 : 1	3	-4	-5	-1.2	35*	0	0	-5	-2
[11] COc1cccc(/C=C(/C(=O)OCC(N)=O)c2ccccc2)c1
 : -5	4	0	-4	-0.8	-2	-2	6	0	-5
[26] COc1cccc(CNCC(=O)N2C(C)CCCC2C)c1 (stereo not drawn)
 : -3	-2	14	6	-2.2	2	2	5	2	-3
[30] COc1ccc(NC(=O)Cc2c(Sc3ccccc3)c3ccccc3n2C)cc1
 : 3	4	-3	-4	-1.6	3	-1	8	0	-1
[34] COc1ccc(CCNC(=O)c2cc3c(=O)n4cccc(C)c4nc3n(Cc3ccco3)c2=N)cc1OC
 : 8	-26	4	-17	0.3	5	-6	11	-1	-3
[35] COc1ccccc1C(CNC(=O)c1cc(S(=O)(=O)N2CCOCC2)ccc1C)N1CCCC1 (stereo not drawn)
 : -1	-3	4	7	-0.5	3	0	9	-3	0
[36] COc1ccc(NC(=O)Nc2cccc(C)n2)c(OC)c1
 : -3	2	2	1	2.1	2	1	4	-3	1
[37] CN=C1c2c(-c3ccccc3)c3cc(OC)ccc3n2CCN1C
 : 10	5	2	-7	0.5	2	-5	0	0	-1
[39] COc1ccc(C(C#N)c2ccc(=O)[nH]n2)cc1 (stereo not drawn)
 : 4	-1	2	-6	-1.2	0	18	6	3	1
[42] COc1ccc(N2CCN(C(=O)COC(=O)c3ccc(-n4nc(C)cc4C)cc3)CC2)cc1
 : 0	3	3	-1	-1.3	-1	-1	-6	3	7
[51] COc1ccc(C2CC(=O)C=C(NCCC(C)C)C2)cc1 (stereo not drawn)
 : 6	2	5	-2	2.2	0	-1	-4	0	1
[55] CCOC(=O)[C@]12CCCC=C1N(Cc1ccc(OC)cc1)C(=O)[C@@H]2CC(=O)NCCC(C)C
 : 1	2	-5	x	x	-1	-3	x	3	-1

# Screening results (PubChem BioAssay)
